Source: PubChem
MLL CXXC-DNA inh – qHTS Fluorescence Polarization Assay for Inhibitors of MLL CXXC domain - DNA interaction. Histone-lysine N-methyltransferase 2A (Homo sapiens), Q03164. MLL-CXXC / FITC-HOXA9 DNA fluorescence polarization. Potency, µM (highest dose often 115 µM), for the others: at the top dose activity change, negative = inhibition, most hits filed as inhibitors. 290,000 tested, 0.037% active. AID 2662, 2010; active = well fitted inhibition curve with a large enough effect in the polarisation, with a control signal flat, not every such curve was filed as active; inconclusive = small, poorly fitted or top-dose-only effect, or effect the other way, or a change in a side signal; inactive = no such curve, though single readings can be large or run the other way; the % refers to the polarisation; note: potency is the fitted concentration of half-maximal effect
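Steps: dispense CXXC domain solution (7 uM) → pin compounds or unlabeled HOX-A9 DNA control → 5 min ambient → add FLSN-HOX-A9 solution (50 nM) → spin → 30 min ambient → fluorescence polarization. Tris pH 7.5/NaCl/DTT/BSA buffer.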
TSHR antagonist – Antagonists of the Thyroid Stimulating Hormone Receptor: HTS campaign. Thyrotropin receptor (Homo sapiens), P16473. TSHR-expressing cells, TSH-stimulated cAMP HTRF, 2 h; hits give low values. activity change, negative = inhibition, % at 11.5 µM. 330,000 tested, 0.2% active. AID 504810, 2011;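 active = activity change below a set negative limit, meaning inhibition stronger than a set level, cut at about -70% in these data; inconclusive = activity change between two set negative limits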; note: % is set by controls: 0 for no effect and ±100 for the full control effect
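Read-out is FRET at 665 nm (cryptate excitation 337 nm) from a cryptate-tagged anti-cAMP antibody, competed by cell cAMP against cAMP-d2. Compounds are tested on freshly harvested TSHR cells challenged with 4nM TSH (EC80) for 2 hours at 37 deg C.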
MBNL1-CUG inh – qHTS Assay for Inhibitors of MBNL1-poly(CUG) RNA binding; TR-FRET MBNL1-His/biotin-(CUG)12 binding, 665/545 ratio; 280,000 tested, 0.036% active; AID 2675, 2010; Muscleblind-like protein 1 (Homo sapiens), Q9NR56; Potency, µM (highest dose often 57.5 µM), without a hit: at the highest dose activity change, negative = inhibition, most hits filed as inhibitors; active = well fitted inhibition curve with a large enough effect in the signal ratio, with a control signal flat, not every such curve was filed as active; inconclusive = small, poorly fitted or top-dose-only effect, or effect the other way, or a change in a side signal; inactive = no such curve, though single readings can be large or run the other way; the % refers to the signal ratio; note: potency is the fitted concentration of half-maximal effect; % is set by controls: 0 for no effect and ±100 for the full control effect
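Inhibition of protein-RNA binding appears as loss of TR-FRET between terbium anti-His antibody on MBNL1-His and streptavidin-XL665 on biotin-(CUG)12. Activity is normalized to buffer-only and uninhibited-complex controls.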
Menin MLL FP TR – qHTS Assay for Inhibitors Targeting the Menin-MLL Interaction in MLL Related Leukemias: Competition With Texas Red Labeled MLL-derived Mutant Peptide | Menin + Texas Red MLL mutant peptide, fluorescence polarization | Potency, µM (doses to about 61.6 µM), without a hit: top-dose FP activity change, negative = inhibition, usual class: inhibitors | 270,000 tested, 0.23% active | O00255 | AID 1768, 2009; active = well fitted inhibition curve with a large enough effect in the polarisation, with a control signal flat, not every such curve was filed as active; inconclusive = small, poorly fitted or top-dose-only effect, or effect the other way, or a change in a side signal; inactive = no such curve, though single readings can be large or run the other way; the % refers to the polarisation; note: potency is the fitted concentration of half-maximal effect; % of control where 0% means no effect; many of its hits are not listed in these tables
Target sequence (O00255 whole entry, looked up): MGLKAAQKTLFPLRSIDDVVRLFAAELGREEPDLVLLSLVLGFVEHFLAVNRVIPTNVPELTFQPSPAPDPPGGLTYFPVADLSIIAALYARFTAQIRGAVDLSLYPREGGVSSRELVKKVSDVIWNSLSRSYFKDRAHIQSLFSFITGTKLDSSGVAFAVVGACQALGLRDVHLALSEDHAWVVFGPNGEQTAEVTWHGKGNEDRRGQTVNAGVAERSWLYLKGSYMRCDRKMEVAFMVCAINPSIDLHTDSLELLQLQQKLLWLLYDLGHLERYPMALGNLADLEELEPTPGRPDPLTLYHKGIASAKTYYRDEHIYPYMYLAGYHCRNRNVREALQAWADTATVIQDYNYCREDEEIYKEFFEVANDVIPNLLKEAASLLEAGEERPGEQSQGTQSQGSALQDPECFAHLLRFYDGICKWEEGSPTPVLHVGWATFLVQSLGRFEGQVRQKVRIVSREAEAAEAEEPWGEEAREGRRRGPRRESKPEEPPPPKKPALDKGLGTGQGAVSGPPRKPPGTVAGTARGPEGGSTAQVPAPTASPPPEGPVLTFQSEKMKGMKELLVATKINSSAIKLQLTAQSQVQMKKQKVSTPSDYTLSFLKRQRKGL
TSG101-PTAP inh – qHTS Assay for Iinhibitors of HIV-1 Budding by Blocking the Interaction of PTAP/TSG101; Tumor susceptibility gene 101 protein (Homo sapiens), Q99816; Fluorescence polarization, FITC-PTAP peptide / Tsg101 binding; Potency, µM (series often up to 115 µM), inactives show top-dose activity change, negative = inhibition, actives largely listed as inhibitors; 340,000 tested, under 10 active; active = well fitted inhibition curve with a large enough effect in the main read-out, with a control signal flat, not every such curve was filed as active; inconclusive = small, poorly fitted or top-dose-only effect, or effect the other way, or a change in a side signal; inactive = no such curve, though single readings can be large or run the other way; note: potency is the fitted concentration of half-maximal effect; % of control where 0% means no effect
Target sequence (Q99816 whole entry, looked up): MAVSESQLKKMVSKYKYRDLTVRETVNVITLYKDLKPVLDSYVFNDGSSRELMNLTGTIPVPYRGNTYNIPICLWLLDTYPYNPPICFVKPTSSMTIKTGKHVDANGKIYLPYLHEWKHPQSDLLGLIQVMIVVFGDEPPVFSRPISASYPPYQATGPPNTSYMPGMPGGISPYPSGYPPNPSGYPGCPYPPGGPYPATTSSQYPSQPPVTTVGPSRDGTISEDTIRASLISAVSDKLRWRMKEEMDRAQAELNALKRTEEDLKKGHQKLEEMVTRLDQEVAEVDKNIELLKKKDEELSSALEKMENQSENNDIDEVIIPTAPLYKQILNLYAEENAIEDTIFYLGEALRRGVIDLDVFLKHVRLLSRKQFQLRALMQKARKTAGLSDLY
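Compounds were pin-transferred onto Tsg101 binding domain (10 uM final) in HEPES pH 7.5 buffer, then FITC-PTAP peptide was added at 50 nM final. After 20 min at RT, polarization reported peptide displacement across a qHTS concentration series.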
TCR act – Activators of T cell receptors: qHTS campaign; Potency, µM (doses to about 9.22 µM), for the others: at the top dose activation of IL-2 secretion, most hits filed as activators; primary human leukocytes, anti-CD3, IL-2 HTRF, 48 h; 330,000 tested, under 10 active; note: % of control where 0% means no effect
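IL-2 release read by HTRF sandwich (Eu cryptate donor, d2 acceptor, 665 nm emission) after 48 hr exposure of primary human leukocytes to compound together with anti-CD3 beads in the absence of co-stimulatory signals.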
Integrin act MD – qHTS for Activators of Integrin-Mediated Alleviation for Muscular Dystrophy; AID 624291, 2012; 350,000 tested, 0.064% active; Potency, µM (doses to about 38.3 µM), without a hit: at the top dose activation, most hits filed as activators; alpha7betagal myoblasts, beta-gal FDG fluorescence, 48 h;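 note: potency is the fitted concentration of half-maximal effect; 100% = response of the positive control SU9516; nearly all actives have a fitted effect of over 60% in size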
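Alpha7betagal+/- myoblasts (passage 13) were plated 16-24 hr, then exposed to compounds (1:260 dilution of DMSO stock) for 48 hours at 37C. After MPER lysis, β-galactosidase reporter activity was read as FDG fluorescence (ex 480/em 540) after 30 minutes.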
S-ASM inh – Inhibitors of Secretory Acid Sphingomyelinase (S-ASM): qHTS. 340,000 tested, 0.006% active. Sphingomyelin phosphodiesterase (Homo sapiens), P17405. placental ASM, HMU-PC fluorogenic substrate, 60 min. Potency, µM (highest dose often 57.5 µM), for inactives: at the top dose activity change, negative = inhibition, hits mostly inhibitors; note: potency is the fitted concentration of half-maximal effect
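Fluorescence read-out (Ex 386 nm, Em 447 nm) after stopping the reaction at pH 10. Enzyme: ASM from human placenta; substrate HMU-PC0, 9 uM final; 60 min, 37 °C. Compound preincubation 10 min, ambient temperature.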
Mito fusion act – qHTS Assay for Small Molecule Inhibitors of Mitochondrial Division or Activators of Mitochondrial Fusion; 320,000 tested, 0.23% active; Potency, µM (highest dose often 46.1 µM), without a hit: at the highest dose growth rescue (activation), actives largely listed as activators; S. cerevisiae fusion-defective mutant growth rescue, CellTiterGlo 48 h;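 note: potency is the fitted concentration of half-maximal effect; % of control where 0% means no effect; nearly all actives have a fitted effect of over 45% in size; temperature-sensitive fusion mutants such as fzo1-1 at 37 °C on non-fermentable ethanol glycerol medium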
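Compounds are tested for their ability to restore growth of mitochondrial fusion-defective yeast strains at non-permissive 37C in YPEG medium over 48 hours. Viability is quantified by luciferase luminescence.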
A-T KAP1 phos – qHTS Assay for Identifying a Potential Treatment of Ataxia-Telangiectasia; […] A-T fibroblasts, KAP-1 phosphorylation AlphaLISA; neocarzinostatin DNA damage 30 min before lysis; Potency, µM (series often up to 57.5 µM), inactives show at the highest dose activation, hits mostly activators; 320,000 tested, 0.19% active; note: potency is the fitted concentration of half-maximal effect; % of control where 0% means no effect; nearly all actives have a fitted effect of over 45% in size
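ATM-like activity read as KAP-1 phosphorylation via AlphaLISA donor/acceptor antibody pairs after lysis and 6 hr at 25C. Cells were ATM-null patient fibroblasts ([…], hTERT), dosed 60 min, then exposed to the DSB inducer NCS for 30 min.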
* hit, by the source's call; ? = inconclusive; / = no result given; [ ] = remark or other dose. Unless noted, calls come from the whole dose curve; as a rule, active = well fitted curve in the direction sought with a large enough effect; inconclusive = small, poorly fitted or top-dose-only effect, or another doubt; inactive = no such curve, though single readings can be large; an effect the other way counts as inactive or inconclusive. Only part of the results is shown; rates above refer to the full screens.

SMILES	MLL CXXC-DNA inh	TSHR antagonist	MBNL1-CUG inh	Menin MLL FP TR	TSG101-PTAP inh	TCR act	Integrin act MD	S-ASM inh	Mito fusion act	A-T KAP1 phos
O=S(=O)(c1cccc(NC(=S)Nc2ccc(Br)cc2Cl)c1)N1CCOCC1	-12.2%	6.4	-11.0%	21.4%	-6.8%	5.1%	?	-1.0%	1.6%	6.6%
CCCCCCNCC1OCc2ccccc2CO1	13.3%	-3.2	-7.2%	-9.1%	-6.6%	-2.0%[46.1 µM]	-42.3%	1.6%	-2.7%	-6.0%
COc1ccc(OC)c(/C=C/c2nc3ccccc3[nH]c2=O)c1	?	0.6	9.9%	2.5%	?	-4.2%	11.1%	67.9%[activator]	23.3%	2.5%
CC(C)c1ccc(S(=O)(=O)N2CCN(C(C)C(=O)NC3CCCC3)CC2)cc1 (stereo not drawn)	/	3.7	/	/	-0.3%	12.5%	?	3.4%	8.8%	-11.9%
O=C(CSC(=S)N1CCOCC1)Nc1nc(=O)c2ccccc2s1	8.3%	18.6	/	2.9%	/	4.3%[46.1 µM]	/	/	0.9%	-8.8%
Cc1ccc(N2CCN(c3ccc(C)cc3)C2c2ccccn2)cc1	10.7%	-5.1	2.8%	-3.7%	2.8%	/	0.0%	-1.2%	-0.1%	0.4%
CCCCCn1c(=O)[nH]c2cc(C(=O)N3CCN(c4ccccc4F)CC3)ccc2c1=O	50.9%	1.5	1.6%	?	1.4%	-0.1%	-33.0%	-1.4%	-3.4%	-12.9%
CN(C)N(Cc1ccccc1)C(=O)C(O)(c1ccccc1)c1ccccc1	-1.5%	-23.2	-4.6%	-5.4%	-1.9%	/	16.1%	-2.3%	2.3%	-0.8%
CC(C)N1C(=O)/C(=C/c2nc3ccccc3c(=O)n2-c2ccccc2)c2ccccc21	8.1%	-8.9	-14.8%	-13.1%	-1.0%	-2.5%	-46.1%[inhibitor]	-16.2%	24.4%	-12.4%
COc1cc([N+](=O)[O-])ccc1NC(=O)CSc1ccccn1	-0.4%	-7.9	/	?	/	/	/	/	-1.9%	0.5%
CCOc1ccc(/C=N/NC(=O)c2cc3c(OC)cccc3[nH]2)cc1	-1.7%	1.1	0.3%	22.5%	-1.7%	11.8%	-23.7%	23.6%	-11.0%	-28.6%
CCOC(=O)C1CCN(C(=O)CN(Cc2ccc(Cl)cc2)S(C)(=O)=O)CC1	-0.4%	1.7	2.6%	3.8%	-0.7%	17.2%	17.2%	1.0%	-3.8%	6.2%
Cc1nc2ccccc2c2oc(C(=O)N3CCN(C4CCCCC4)CC3)cc12	-1.7%	-14.3	-4.6%	-15.7%	-2.3%	0.0%[46.1 µM]	-29.8%	0.7%	1.9%	-1.3%
C[C@]12C=CC(=O)C=C1CC[C@@H]1C2=CC[C@]2(C)[C@@H](C(=O)CN3CCN(c4cc(N5CCCC5)nc(N5CCCC5)n4)CC3)CC[C@@H]12	/	-15.3	/	/	-3.7%	-1.3%	/	13.7%	14.6µM*	/
O=C(CNC(=O)c1ccccc1)NCC(=O)OCc1ccc(Cl)cc1	-3.9%	-2.7	-11.1%	-24.8%	-5.5%	3.7%	2.8%	0.0%	-1.4%	3.4%
O=C(COC(=O)c1c(Cl)ccc(Cl)c1Cl)NCC1CCCO1 (stereo not drawn)	/	/	/	/	-0.5%	-4.6%	0.0%	1.1%	/	1.2%
CC(Sc1nc(-c2ccc(F)cc2)cs1)C(=O)N1c2ccccc2CC1C (stereo not drawn)	0.5%	-26.0	-1.3%	-1.0%	2.5%	1.3%[46.1 µM]	2.3%	-2.3%	11.3%	5.1%
CCOc1cc(NC(=S)NCCCN2CCOCC2)c(OCC)cc1NC(=O)c1ccco1	33.9%[activator]	-0.5	-4.1%	1.6%	-5.1%	-0.2%	-22.3%	5.4%	-4.3%	-5.2%
N#Cc1cc2c(nc1SCc1cccnc1)CCCC2	-12.4%	-7.7	?	-4.6%	-5.0%	/	2.4%	-0.5%	?	?
CN1CCN(S(=O)(=O)c2ccc(Cc3ccc(S(=O)(=O)N4CCN(C)CC4)cc3)cc2)CC1	9.5%	-4.9	1.4%	15.4%	-6.2%	8.2%	-27.2%	3.9%	-6.3%	9.2%
O=C(CN1C(=O)COc2ccccc21)N1CCc2ccccc2C1	4.5%	-5.2	0.1%	-9.3%	-3.0%	0.4%[46.1 µM]	11.0%	1.0%	-0.5%	/
COc1ccc(NC(=O)C2CCCN2S(=O)(=O)c2ccc3c(c2)CC(C)N3C(C)=O)cc1OC (stereo not drawn)	-0.1%	5.6	-1.2%	-9.5%	-2.1%	-4.4%	?	3.5%	5.1%	-0.6%
COc1ccc(NC(=S)NCCSc2ccc(Cl)cc2)c(OC)c1	4.2%	7.9	-10.7%	4.4%	0.2%	-1.7%	-13.0%	-4.7%	6.0%	0.7%
Cn1c(=O)c2c(O)cc(=O)n(-c3ccccc3)c2n(C)c1=O	0.2%	5.9	-4.6%	-1.6%	-4.5%	0.9%	-6.7%	7.4%	3.2%	-13.6%
COc1ccc(Cn2nnnc2CN2CCC(O)(c3ccc(F)cc3)CC2)cc1	-3.4%	-4.3	-5.8%	-12.7%	-0.3%	2.0%	-23.4%	-3.0%	-3.5%	6.6%
Cc1ccc2[nH]c(-c3ccccc3)c(CN3CCOCC3)c(=O)c2c1	-3.4%	-7.1	8.8%	10.3%	-5.1%	1.2%	0.6%	0.1%	3.5%	/
CCCCCCCSc1nsc(N)n1	-10.2%	-20.3	0.5%	1.4%	-11.1%	8.2%[46.1 µM]	-7.0%	1.9%	?	-2.4%
O=C1CCCC2=C1C(c1cccc(O)c1)c1c(ccc3ncccc13)N2 (stereo not drawn)	-7.5%	-9.0	?	-13.2%	-0.9%	-4.1%	16.3%	72.6%[activator]	-10.2%	-6.4%
Cc1cc(-c2cccs2)nc(-n2cccc2)n1	6.7%	-13.0	-8.6%	?	-7.0%	-3.2%	-42.0%	-13.7%	0.8%	-2.2%
C/C=C/C(=O)Nc1nnc(C2CCCCC2)s1	-6.0%	-11.2	2.1%	4.6%	-0.7%	-2.1%	3.3%	0.1%	-0.7%	2.0%
Cc1ccc(SCC(=O)OCC(=O)N(CCC#N)c2ccccc2)cc1	/	4.4	/	/	-2.8%	-0.7%	-12.9%	3.1%	-5.9%	3.1%
C/C(=N\NC(=O)c1ccc(-c2ccccc2)cc1)c1ccco1	-5.1%	-8.1	6.9%	7.9%	1.4%	-1.3%	12.3%	15.5%	0.6%	7.9%
Cc1ccc(C(=O)NNC(=O)COC(=O)COc2ccccc2C#N)cc1	/	12.2	/	/	-0.2%	55.3%	-3.9%	1.1%	-4.0%	1.7%
CCCN(CC(=O)Nc1ccccc1C)C(=O)C1CCN(S(=O)(=O)c2ccc3c(c2)OCCO3)CC1	/	/	/	/	-3.3%	0.3%	-17.6%	-1.3%	/	/
CC(C)CCSc1nc2ccccc2[nH]1	1.4%	10.2	-1.1%	-0.8%	-4.1%	-3.8%	?	2.1%	5.7%	0.9%
CC1C(=O)Nc2ccccc2N1C(=O)c1ccc(F)cc1F (stereo not drawn)	-2.1%	-6.5	-1.0%	2.6%	0.0%	-48.3%	2.8%	0.2%	7.9%	0.7%
Cc1cc(C)cc(OCC(=O)N(C)CC(=O)Nc2ccc(N3CCOCC3)cc2)c1	/	-8.0	/	/	-0.2%	1.0%	-8.0%	-3.1%	-6.9%	-1.7%
Cc1ccc(S(=O)(=O)N2CCC(C(=O)NCc3ccccc3CN3CCCC3)CC2)cc1C	/	1.7	/	/	-2.7%	-22.9%	-0.6%	0.4%	-0.7%	-0.5%
CCCCC(=O)c1ccc(OC(=O)c2ccc([N+](=O)[O-])cc2)cc1	/	/	/	/	-3.3%	2.1%	-26.5%	2.9%	/	/
